Tb PFK inh – inhibitors of T. brucei phosphofructokinase; 0.17% of 330,000 active; Potency, µM (top dose mostly 57.5 µM), inactives show at the highest dose activity, negative = inhibition, most hits filed as inhibitors; O15648; T. brucei PFK, ADP-Glo luminescence;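 further: potency means the concentration at half of the fitted maximal effect; 0% = uninhibited 1x PFK enzyme wells and -100% = no-enzyme wells; nearly all actives have a fitted effect of over 60% in size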
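1.25 nM PFK with 0.5 mM F6P and 0.1 mM ATP in 0.1 M TEA pH 8.0, 5 mM MgCl2, incubated 45 min at room temperature; ADP measured by ADP-Glo luminescence; compounds titrated up to 57 uM.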
TRPV1 agonist – activates the human vanilloid receptor TRPV1. TRPV1-expressing cells, Fluo-8 calcium influx, agonist mode. activation, % at 8.33 µM. AID 540275. Q8NER1. 0.19% of 320,000 active; in the data active means activation above about 80%; inconclusive means between about 30% and that limit; further: 0% is about no effect
Target sequence (Q8NER1 whole entry, looked up): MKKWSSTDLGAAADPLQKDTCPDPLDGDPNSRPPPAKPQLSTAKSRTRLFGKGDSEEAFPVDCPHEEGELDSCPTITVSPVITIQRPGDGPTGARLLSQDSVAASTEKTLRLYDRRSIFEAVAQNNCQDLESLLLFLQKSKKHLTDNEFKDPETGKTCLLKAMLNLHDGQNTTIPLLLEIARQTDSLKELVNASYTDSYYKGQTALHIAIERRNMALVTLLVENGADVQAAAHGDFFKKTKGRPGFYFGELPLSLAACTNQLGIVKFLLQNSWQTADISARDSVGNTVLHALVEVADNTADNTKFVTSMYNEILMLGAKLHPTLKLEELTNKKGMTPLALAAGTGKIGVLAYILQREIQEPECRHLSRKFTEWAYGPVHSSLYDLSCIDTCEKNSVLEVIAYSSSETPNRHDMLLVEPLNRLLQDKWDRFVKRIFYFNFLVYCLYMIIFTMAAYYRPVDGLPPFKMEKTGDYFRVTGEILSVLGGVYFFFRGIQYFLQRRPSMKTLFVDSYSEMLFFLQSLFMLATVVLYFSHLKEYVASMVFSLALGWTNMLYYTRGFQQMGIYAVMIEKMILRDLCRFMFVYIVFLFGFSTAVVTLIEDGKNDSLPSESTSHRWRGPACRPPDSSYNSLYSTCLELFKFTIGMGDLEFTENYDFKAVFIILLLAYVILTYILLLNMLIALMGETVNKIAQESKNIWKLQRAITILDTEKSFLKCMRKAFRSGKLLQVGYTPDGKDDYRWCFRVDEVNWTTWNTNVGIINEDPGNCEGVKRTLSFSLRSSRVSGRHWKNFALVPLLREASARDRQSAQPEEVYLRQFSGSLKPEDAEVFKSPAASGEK
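TRPV1-expressing cells were cultured overnight at 35.5C and loaded with Fluo-8 calcium dye for 40 to 90 min at room temperature. After a 10 s baseline, compound was added and calcium influx was read kinetically for 3 min (ex 480/em 520 nm).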
BRCA1 expr act – activators of BRCA1 expression; Potency, µM (doses to about 46.1 µM), without a hit: top-dose activation, usual class: activators; MCF7-BRCA1-FFLuc reporter, luminescence, 48 h; response scale: scaled: vehicle 0%, 10 µM genistein 100%; 1.1% of 380,000 active; further: potency means the concentration at half of the fitted maximal effect; nearly all actives have a fitted effect of over 80% in size; some results filed as inactive show a strong effect at the top dose
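Compounds are tested at multiple concentrations on MCF7 BRCA1-luciferase reporter cells seeded at 2000 per well; after 48 h, a single luminescence end-point is taken and curves fitted to the normalized data.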
Rab9 prom act – activators of Rab9 promoter. Huh7 Rab9 promoter-luciferase reporter, luminescence, 24 h. Potency, µM (titrated, usually from 9.22 µM), for the others: top-dose activation, negative = inhibition, hits mostly activators. AID 485297. 2.8% of 320,000 active; further: potency means the concentration at half of the fitted maximal effect; % of control where 0% means no effect; nearly all actives have a fitted effect of over 60% in size
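Rab9 promoter-driven luciferase in stably transfected Huh7 cells; 1500 cells/well rested 2 h, exposed to compound in DMSO for 24 h at 37 °C, 5% CO2. Luminescence read 10 min after adding luciferase reagent at ambient temperature.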
ELG1 genotox – genotoxicity induction in ELG1-luciferase HEK293T cells; HEK293T ELG1-luciferase reporter, luminescence, 16 h; Potency, µM (highest dose often 46 µM), for inactives: at the highest dose activity change, positive = activation, hits mostly activators; 1.3% of 330,000 active; AID 504466; further: potency means the concentration at half of the fitted maximal effect; % of control where 0% means no effect; nearly all actives have a fitted effect of over 60% in size
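Reporter readout depends on ELG1 protein level, which increases with genetic stress. After 16 hr compound exposure at 37 °C, luciferase activity was quantified using ONE-Glo.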
FLuc counter – inhibits or activates purified firefly luciferase, miR-21 counter-screen; P08659; purified FLuc, Km substrates, luminescence inhibition; Potency, µM (highest dose often 57.5 µM), without a hit: top-dose activity change, negative = inhibition, most hits filed as inhibitors; 6.9% of 360,000 active;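 further: potency means the concentration at half of the fitted maximal effect; plate controls were vehicle for no effect and reference inhibitor for full effect; nearly all actives have a fitted effect of over 55% in size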
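Purified P. pyralis luciferase (10nM final) with 10uM D-luciferin and 10uM ATP (Km levels) in 50mM Tris acetate pH 7.5, 10mM Mg acetate, 0.01% Tween-20, 0.05% BSA; qHTS 6-point titration, ~60 µM downward; luminescence read.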
RORg inh – blocks mouse ROR gamma transcriptional activity; Drosophila S2 Gal4-RORgamma UAS-luciferase reporter, 20 h; Potency, µM (top dose mostly 53.6 µM), inactives show at the top dose activity change, negative = inhibition, most hits filed as inhibitors; 5.4% of 310,000 active; further: potency means the concentration at half of the fitted maximal effect; on the % scale 0 is the no-effect control and ±100 the full control effect; nearly all actives have a fitted effect of over 60% in size
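Luciferase reporter read in Schneider cells carrying Gal4-RORγ (mouse) and UAS-Photinus luciferase; cells given compound 1 h before 700 uM copper sulfate induction, then incubated 20 h at ambient temperature.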
NPC1 prom act – activators of NPC1 promoter. Huh7 NPC1 promoter luciferase reporter, 24 h. Potency, µM (top dose mostly 9.22 µM), for the others: at the highest dose activation, actives largely listed as activators. 2.4% of 320,000 active;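 further: potency means the concentration at half of the fitted maximal effect; % of control where 0% means no effect; nearly all actives have a fitted effect of over 60% in size; reporter is driven by a mutant NPC1 promoter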
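Stable NPC1-promoter luciferase Huh7 line; cpd (DMSO) 24 h, 37 °C, 5% CO2; Amplite luciferase reagent 10 min RT; luminescence readout. qHTS format.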
p53 reactivation – mutant p53 re-activation in reporter cells | 0.063% of 320,000 active | H1299 p53-A138V BP100-luciferase reporter, luminescence, 24 h | Potency, µM (top dose mostly 92.2 µM), for inactives: top-dose activity change, positive = activation, usual class: activators; further: potency means the concentration at half of the fitted maximal effect; % of control where 0% means no effect; nearly all actives have a fitted effect of over 45% in size
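p53-null H1299 cells stably carrying temperature-sensitive p53-A138V and a BP100-luciferase reporter were pinned with compounds (4-point, 1:5 series) and held 24 hrs at 37 deg C. Luminescence was read 10 min after detection reagent.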
VP16 counter – Gal4-VP16 reporter inhibition counter-screen. Drosophila S2 Gal4-VP16 UAS-luciferase, luminescence, 20 h. Potency, µM (titrated, usually from 53.6 µM), without a hit: at the top dose activity, negative = inhibition, hits mostly inhibitors. 3.5% of 310,000 active. AID 2546;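 further: Gal4-VP16 expression switched on by copper sulfate through the metallothionein promoter; potency means the concentration at half of the fitted maximal effect; on the % scale 0 is the no-effect control and ±100 the full control effect; nearly all actives have a fitted effect of over 50% in size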
ELG1 DNA repair – inhibitors of ELG1-dependent DNA repair in HEK293T cells | HEK293T ELG1-luciferase reporter, luminescence, 16 h; DNA damage induced by 5-fluorouridine | 2.3% of 330,000 active | Potency, µM (titrated, usually from 46.1 µM), for the others: at the highest dose activity change, negative = inhibition, actives largely listed as inhibitors; further: potency means the concentration at half of the fitted maximal effect; on the % scale 0 is the no-effect control and ±100 the full control effect; nearly all actives have a fitted effect of over 55% in size
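Luminescence from the luciferase reporter, measured 30 min after ONE-Glo reagent at room temperature, was the read-out. Beforehand, 2,000 cells per well were exposed for 16 hr at 37 °C to 5-fluorouridine together with compound or vehicle.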
Numbers without * were called inactive; ? = inconclusive; / = no result given; & = joins results of further samples; [ ] = remark or other dose. Unless noted, the call rests on the fitted dose curve; in most records, active means well fitted curve in the direction sought with a large enough effect; inconclusive means small, poorly fitted or top-dose-only effect, or another doubt; inactive means no such curve, though single readings can be large; an effect the other way counts as inactive or inconclusive.

SMILES | Tb PFK inh | TRPV1 agonist | BRCA1 expr act | Rab9 prom act | ELG1 genotox | FLuc counter | RORg inh | NPC1 prom act | p53 reactivation | VP16 counter | ELG1 DNA repair
COc1ccc(N2CCN(C(=O)c3cc(-c4cccs4)nc4ccccc34)CC2)cc1 | 1% | -4 | -41% | -1% | -14% | ? | ? | 1% | -3% | -8% | ?
Cc1ccnc(NC(=O)CN(C)S(=O)(=O)c2cccc3nsnc23)c1 | 0% | 1 | -1% | 0% | -3% | 4% | 11% | 0% | 2% | 4% | -29%
CCOC(=O)c1ccc2c(c1)nc(-c1ccccn1)n2CC | 0% | 4 | 36% | 3.5µM* | ? | 1.5µM* | -14% | ? | ? | -9% | ?
CCCNC(=O)c1onc(CSc2nc3ccccc3[nH]2)c1C(=O)NCCC | -1% | -3 | 0% | 1% | -1% | 1% | 0% | 0% | 9% | -10% | -12%
Cc1ccccc1-n1c(CSC(=N)N)nc2ccccc2c1=O | 0% | 0 | -11% | 3% | -1% | 0% | 4% | 0% | 8% | 21% | -13%
COc1ccc(CNc2ncnc3cc(Cl)ccc23)cc1OC | 4% | 20 | -41% | -9% | -5% | 3% | ? | -1% | -8% | ? | ?
CCOC(=O)c1sc2nc(SCC(=O)N(CC)CC)n(CCCN3CCCC3=O)c(=O)c2c1C | 0% | -6 | 0% | -8% | -11% | -6% | 11% | -8% | -5% | -4% | ?
NC(=O)CSc1nnc(Cc2csc(Nc3ccc(F)cc3)n2)n1Cc1ccccc1 | -2% | -2 | 37% | -2% | 0% | 2% | 15% | 1% | 3% | 7% | 4%
COCCn1c(SCC(=O)N2CCCCC2)nc2c(c1=O)SCC2 | -5% | -2 | -16% | -1% | -2% | 1% | 1% | 0% | -6% | -7% | 7%
CCOC(=O)c1cc2c(ccn2C)n1CC(=O)N1CCC(Cc2ccccc2)CC1 | 0% | 23 | -1% | -1% | -8% | 4% | 0% | 4% | 0% | 0% | ?
Cc1nc2cc(C(=O)N3CCc4ccccc43)ccc2n1-c1ccc(F)c(F)c1 | 0% | 18 | -26% | -10% | 1% | 0% | 41% | -2% | -5% | 7% | 0%
O=C(N/N=C/c1cccs1)c1cccnc1 | -1% | -2 | 15% | -3% | 2% | ? | ? | -5% | 2% | -25% | ?
COc1ccc(C(=O)NC(=S)N2CCN(c3ccccc3OC)CC2)cc1OC | -2% | 3 | 8% | 3% | 9% | -17% | 2.8µM* | -5% | 12% | 5µM* | 0%
CN(c1ncc(C(F)(F)F)cc1Cl)n1cc(C(N)=O)c2ccccc2c1=O | -1% | -3 | -32% | -3% | -1% | -1% | 5% | 0% | 0% | -2% | -7%
CCC1S/C(=C(\C#N)C(=O)NCc2ccco2)N(c2ccc(F)cc2)C1=O (centres undefined) | 0% | 7 | -16% | 4% | 0% | -1% | 13% | 1% | 7% | 1% | 7%
Nc1ccccc1-c1nnn(CC(=O)N2CCCc3ccccc32)n1 | 2% | 4 | 15% | 3% | -9% | -1% | ? | 2% | -8% | -2% | -6%
COc1cc2c(cc1NC(=O)c1cc(-c3ccncc3)nc3ccccc13)oc1ccccc12 | ? | -4 | -45% | -7% | -1% | 5% | 0% | -4% | -5% | -12% | -29%
CCC1(C)CC(=O)N(c2ccc(C(=O)O)c(O)c2)C1=O (centres undefined) | 0% | -3 | -10% | 3% | -2% | -3% | -29% | -6% | 5% | -2% | 25%
Cc1cc(C(=O)Nc2c(C)cccc2C)n(-c2ccccc2)n1 | -3% | 1 | 4% | -6% | 3% | -1%&6% | -32% | 1% | 9% | 13% | 25%
NC(=O)CSc1nnc(SCc2ccc(F)cc2)s1 | -7% | 10 | -19% | 0% | 2% | ? | -34% | 0% | 12% | -13% | -11%
OC(COc1ccc(F)cc1)CN1CCN(c2ccccc2F)CC1 (centres undefined) | 0% | 6 | 4% | 0%[1.84 µM] | -1% | 0% | 13% | -6% | 1% | 9% | 0%
COc1ccc(C(=O)Nc2ccc(S(=O)(=O)NCc3ccco3)cc2)cc1OC | -1% | -1 | 0% | 4% | 2% | 0% | -35% | -13% | 3% | -3% | 26%
CCc1ccccc1N(C)S(=O)(=O)c1cc(-c2cc(C)no2)ccc1OC | 2% | ? | -47% | -3% | -3%[9.26 µM] | 5% | -1% | -7% | -9% | -9% | ?
COc1ccc(N2CCN(C(=O)CN(c3cccc(OC)c3)S(=O)(=O)c3ccccc3)CC2)cc1 | 0% | 2 | -40% | 5% | -7% | 9% | ? | -1% | -17% | 28% | -15%
CCOC(=O)c1c(C)[nH]c(C)c1C(=O)CN1C(=O)NC(CC(C)C)C1=O (centres undefined) | 5% | 2 | -25% | -4% | -1% | 0% | 4% | 3% | -4% | -3% | 1%
Cn1nnnc1SCC(=O)Nc1ccc(N2CCOCC2)cc1 | -5% | 4 | 27% | 17% | 1% | -10% | 12% | 16% | 5% | -11% | ?
Cc1ccccc1NC(=O)COC(=O)c1cccnc1 | -1% | -1 | -10% | -4% | 2% | -2% | 5% | -2% | 14% | 7% | 3%
CCn1cc(C(=O)N2CCCC(C(=O)c3ccc4ccccc4c3)C2)cn1 (centres undefined) | -14% | ? | -3% | 0% | -8% | -4% | 24% | -4% | -12% | -4% | ?
COc1ccc(-c2nn(-c3ccccc3C)cc2CNC(C)c2cn(C)nc2C)cc1F (centres undefined) | -1% | ? | -16% | -3% | 0% | -3% | -3% | -1% | -4% | -3% | ?
Cc1ccccc1OCC(=O)Nc1nnc(C2CCCC2)s1 | 2% | -3 | 1% | -1% | 12% | 0% | -1% | 2% | 5% | 2% | 15%

Compound profiles (already shown). Values in the order: Tb PFK inh	TRPV1 agonist	BRCA1 expr act	Rab9 prom act	ELG1 genotox	FLuc counter	RORg inh	NPC1 prom act	p53 reactivation	VP16 counter	ELG1 DNA repair
COc1cc2c(cc1NC(=O)c1cc(-c3ccncc3)nc3ccccc13)oc1ccccc12 is listed as ?	-4	-45%	-7%	-1%	5%	0%	-4%	-5%	-12%	-29%
Cc1cc(C(=O)Nc2c(C)cccc2C)n(-c2ccccc2)n1 is listed as -3%	1	4%	-6%	3%	-1%&6%	-32%	1%	9%	13%	25%

Other records.
SMILES | Tb PFK inh | TRPV1 agonist | BRCA1 expr act | Rab9 prom act | ELG1 genotox | FLuc counter | RORg inh | NPC1 prom act | p53 reactivation | VP16 counter | ELG1 DNA repair
O=C1c2ccc(-c3ccc(Cl)c(C(F)(F)F)c3)cc2S(=O)(=O)c2cccc(C(=O)N3CCN(c4ccc(Cl)cn4)CC3)c21 | -2% | / | 0% | / | 1% | / | / | / | -11% | / | ?
Cc1nnc(SCC(=O)c2ccccc2)n1Cc1ccccc1 | 4% | 2 | 13% | -7% | 2% | 3% | 2% | 1% | -1% | 28% | -2%
Cc1cc(C)n(-c2ccc(C(=O)OCC(=O)Nc3cc(S(C)(=O)=O)ccc3Cl)cc2)n1 | 0% | 1 | 13% | -1% | 1% | 0% | / | -7% | 19% | / | 1%
O=C(C(Sc1ccccc1)c1ccccc1)N1CCOCC1 (centres undefined) | -6% | 23 | -4% | 2% | 0% | 6% | 5% | -2% | -37%[inhibitor] | -3% | 3%
COc1ccc(CN2CCCCCC2)c(C)c1C | -2% | -4 | -20% | -3% | -1% | -3% | -17% | 1% | 1% | -10% | -9%
Cc1cccc(C2NS(=O)(=O)N=C2N)c1 (centres undefined) | 0% | -2 | -2%[1.84 µM] | 0% | 2% | 6% | ? | 1% | -3% | -3% | 15%
C/C(N)=C(/C#N)C(=O)COC(=O)C1CCN(S(=O)(=O)c2cccs2)CC1 | 3% | / | 5% | / | 4% | / | / | / | -2% | / | 5%
CC(Oc1ccccc1F)C(=O)NNC(=O)CC(C)c1ccccc1 (centres undefined) | -5% | -3 | -19% | 0% | -5% | 0% | / | 2% | 3% | / | -1%
COc1ccc(-c2nc(CS(=O)CC(=O)NC3CCCC3)c(C)o2)cc1 (centres undefined) | 0% | 2 | 0% | 0% | 4% | -14% | 0% | -1% | 0% | 5% | 9%
CCC(=O)Nc1nc2ccccc2n1Cc1ccccc1C | -4% | 0 | -44% | -2% | -8% | -3% | 2µM* | 15% | 2% | -4% | ?
CC(C)(C)NC(=O)Cn1c(SCC(=O)N2CCCCCC2)nc2ccccc21 | 2% | 1 | 3% | -4% | 1% | -1% | 32% | 7% | -8% | -9% | 1%
CCN(CC)C(=O)C1CCCN(c2ccc([N+](=O)[O-])cc2[N+](=O)[O-])C1 (centres undefined) | -3% | 8 | 3% | -8% | -4% | -1% | 15% | -2% | 1% | ? | -6%
Cc1cc(F)ccc1S(=O)(=O)N1CCCOC1CNC(=O)C(=O)NCc1cccnc1 (centres undefined) | 2% | 2 | -10% | 2% | 0% | 5% | -7% | 1% | -11% | -6% | 2%
